# RORgamma inh: blocks mouse ROR gamma transcriptional activity. P51450. Drosophila S2 Gal4-RORgamma UAS-luciferase reporter, 20 h. Potency, µM (highest dose often 53.6 µM), inactives show at the highest dose activity change, negative = inhibition, actives largely listed as inhibitors. 310,000 tested, 5.4% active; also: % is scaled to controls: 0 for no effect and ±100 for the full control effect; nearly all actives have a fitted effect of over 60% in size
#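 A Gal4/UAS one-hybrid system in insect cells: metallothionein-promoter Gal4–ROR gamma fusion plus Photinus luciferase reporter. Copper sulfate 700 uM final, 20 hr ambient incubation, luminescent detection after 10 min with reagent.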
# p53 reactivation: restores transcriptional activity of mutant p53; H1299 p53-A138V BP100-luciferase reporter, luminescence, 24 h; Potency, µM (series often up to 92.2 µM), for inactives: at the top dose activity change, positive = activation, usual class: activators; 320,000 tested, 0.063% active; also: % of control where 0% means no effect; nearly all actives have a fitted effect of over 45% in size
#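 H1299 (p53-null), stable ts p53-A138V + BP100-Luc; 1000 cells/well, Opti-MEM/10% FBS; cpd 4 pt, 1:5; 24 h, 37 deg C, 5% CO2; detection reagent 10 min RT; luminescence.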
# BRCA1 expr up: activators of BRCA1 expression | MCF7-BRCA1-FFLuc reporter, luminescence, 48 h; response scale: scaled: vehicle 0%, 10 µM genistein 100% | 380,000 tested, 1.1% active | Potency, µM (top dose mostly 46.1 µM), inactives show at the top dose activation, actives largely listed as activators; also: nearly all actives have a fitted effect of over 80% in size; some results filed as inactive show a strong effect at the top dose
#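 Cells: MCF7-BRCA1-FFLuc, 2000/well. Exposure: 48 h, 37 °C, 5% CO2. Read: luminescence, 15 min post-substrate. Controls: genistein 10 microM (maximal activation), DMSO (neutral).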
# NPC1 prom act: NPC1 promoter activation; Huh7 NPC1 promoter luciferase reporter, 24 h; Potency, µM (titrated, usually from 9.22 µM), for inactives: at the highest dose activation, usual class: activators; 320,000 tested, 2.4% active; AID 485313;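 also: % of control where 0% means no effect; nearly all actives have a fitted effect of over 60% in size; reporter is driven by a mutant NPC1 promoter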
#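 Luminescence from an NPC1 promoter-driven luciferase reporter in stably transfected Huh7 cells was measured after 24 h compound treatment at 37 °C, followed by 10 min ambient incubation with luciferase detection reagent.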
# ELG1 genotoxic: genotoxicity induction in ELG1-luciferase HEK293T cells | Potency, µM (series often up to 46 µM), for inactives: top-dose activity change, positive = activation, usual class: activators | 330,000 tested, 1.3% active | HEK293T ELG1-luciferase reporter, luminescence, 16 h | AID 504466; also: % of control where 0% means no effect; nearly all actives have a fitted effect of over 60% in size
#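 Screening used a luciferase reporter fused to human ELG1 in HEK293T cells. Luminescence was read on a CCD plate imager after 16 hr exposure and 30 min ONE-Glo incubation.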
# Rab9 promoter act: Rab9 promoter activation | AID 485297 | 320,000 tested, 2.8% active | Huh7 Rab9 promoter-luciferase reporter, luminescence, 24 h | Potency, µM (top dose mostly 9.22 µM), for the others: top-dose activation, negative = inhibition, most hits filed as activators; also: % of control where 0% means no effect; nearly all actives have a fitted effect of over 60% in size
#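 Cell-based reporter: Huh7 stable for Rab9 promoter-driven luciferase, plated in reduced-serum medium with 10% FBS at 1500 cells/well, compound-treated 24 h at 37 °C, luminescence read after 10 min reagent.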
# MBNL1 CUG block: MBNL1-poly(CUG) RNA binding inhibition. Potency, µM (highest dose often 57.5 µM), for inactives: at the highest dose activity change, negative = inhibition, actives largely listed as inhibitors. Q9NR56. TR-FRET MBNL1-His/biotin-(CUG)12 binding, 665/545 ratio. 280,000 tested, 0.036% active. AID 2675; active = well fitted inhibition curve with a large enough effect in the signal ratio, with a control signal flat, not every such curve was filed as active; inconclusive = small, poorly fitted or top-dose-only effect, or effect the other way, or a change in a side signal; inactive = no such curve, though single readings can be large or run the other way; the % refers to the signal ratio; also: % is scaled to controls: 0 for no effect and ±100 for the full control effect
# Target sequence (Q9NR56 whole entry, looked up): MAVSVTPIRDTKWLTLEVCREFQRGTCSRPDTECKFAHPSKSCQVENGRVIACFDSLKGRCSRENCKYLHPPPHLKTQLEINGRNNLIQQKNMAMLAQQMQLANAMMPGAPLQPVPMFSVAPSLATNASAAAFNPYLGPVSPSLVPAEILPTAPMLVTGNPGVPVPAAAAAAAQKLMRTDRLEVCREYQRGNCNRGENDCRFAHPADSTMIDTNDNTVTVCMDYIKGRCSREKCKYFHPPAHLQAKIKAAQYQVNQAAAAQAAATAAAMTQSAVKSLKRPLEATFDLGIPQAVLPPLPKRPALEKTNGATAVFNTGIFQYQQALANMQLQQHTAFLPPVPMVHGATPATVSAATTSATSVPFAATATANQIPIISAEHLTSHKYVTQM
#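 TR-FRET readout: Ex 340 nm, 665/545 nm emission ratio, normalized to buffer-only (basal) and MBNL1-(CUG)12 controls. Complex of MBNL1-His with Biotin-(CUG)12, compounds 92 nM–58 uM, incubated 60 min at room temperature.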
# uPA surface inh: inhibitors of cell surface uPA generation | cell surface uPA generation assay, qHTS | Potency, µM (titrated, usually from 38.3 µM), inactives show top-dose activity change, negative = inhibition, usual class: inhibitors | 330,000 tested, 0.31% active; active = well fitted inhibition curve with a large enough effect; inconclusive = small, poorly fitted or top-dose-only effect; inactive = no such curve, though single readings can be large or run the other way; tested in mouse RAW 264.7 cells; also: % is scaled to controls: 0 for no effect and ±100 for the full control effect; nearly all actives have a fitted effect of over 55% in size
# MLL CXXC-DNA inh: MLL CXXC-DNA interaction inhibition. Q03164. MLL-CXXC / FITC-HOXA9 DNA fluorescence polarization. Potency, µM (doses to about 115 µM), without a hit: at the highest dose activity change, negative = inhibition, hits mostly inhibitors. 290,000 tested, 0.037% active; active = well fitted inhibition curve with a large enough effect in the polarisation, with a control signal flat, not every such curve was filed as active; inconclusive = small, poorly fitted or top-dose-only effect, or effect the other way, or a change in a side signal; inactive = no such curve, though single readings can be large or run the other way; the % refers to the polarisation
#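 Purified MLL-CXXC (added from a 7 uM solution) was preincubated 5 min at ambient with pinned compounds in 50 mM Tris-HCl pH 7.5, 50 mM NaCl, 1 mM DTT, 0.05% BSA. Fluorescein-labeled HOX-A9 DNA (50 nM solution) followed, 30 min, then polarization read.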
# VP16 counter: inhibits Gal4-VP16 luciferase reporter, ROR gamma counter-screen | Drosophila S2 Gal4-VP16 UAS-luciferase, luminescence, 20 h | Potency, µM (titrated, usually from 53.6 µM), without a hit: at the highest dose activity, negative = inhibition, most hits filed as inhibitors | 310,000 tested, 3.5% active | AID 2546;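 also: Gal4-VP16 expression switched on by copper sulfate through the metallothionein promoter; % is scaled to controls: 0 for no effect and ±100 for the full control effect; nearly all actives have a fitted effect of over 50% in size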
# FLuc modulator: counter-screen for miR-21 project: firefly luciferase inhibitors or activators; 360,000 tested, 6.9% active; Potency, µM (top dose mostly 57.5 µM), for inactives: at the highest dose activity change, negative = inhibition, hits mostly inhibitors; AID 588342; purified FLuc, Km substrates, luminescence inhibition; P08659;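 also: plate controls were vehicle for no effect and reference inhibitor for full effect; nearly all actives have a fitted effect of over 55% in size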
# Target sequence (P08659 whole entry, looked up): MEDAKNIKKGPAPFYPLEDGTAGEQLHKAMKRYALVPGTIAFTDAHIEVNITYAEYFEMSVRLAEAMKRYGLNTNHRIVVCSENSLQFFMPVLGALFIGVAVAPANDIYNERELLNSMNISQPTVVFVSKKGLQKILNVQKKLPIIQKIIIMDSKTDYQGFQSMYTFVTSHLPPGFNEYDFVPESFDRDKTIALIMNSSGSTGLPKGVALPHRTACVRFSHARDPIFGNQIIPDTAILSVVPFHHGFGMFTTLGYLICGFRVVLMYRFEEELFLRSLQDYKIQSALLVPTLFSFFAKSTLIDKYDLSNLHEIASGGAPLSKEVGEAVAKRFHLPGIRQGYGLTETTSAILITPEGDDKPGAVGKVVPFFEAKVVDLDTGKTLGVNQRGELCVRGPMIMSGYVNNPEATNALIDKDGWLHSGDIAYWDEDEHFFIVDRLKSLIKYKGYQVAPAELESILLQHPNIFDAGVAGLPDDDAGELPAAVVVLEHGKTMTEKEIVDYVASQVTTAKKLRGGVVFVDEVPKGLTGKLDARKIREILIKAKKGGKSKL
#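 Purified P. pyralis luciferase, 10 nM final, with Km-level 10 uM D-luciferin and 10 uM ATP in 50 mM Tris acetate pH 7.5, 10 mM Mg acetate, 0.01% Tween-20, 0.05% BSA; 6-point qHTS titration about 60 µM downward; luminescence read.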
# Numbers without * were called inactive; u = inconclusive; x = no result given; [ ] = another dose, or the depositor's remark. Unless noted, calls follow the shape of the dose curve; as a rule, active = well fitted curve in the direction sought with a large enough effect; inconclusive = small, poorly fitted or top-dose-only effect, or another doubt; inactive = no such curve, though single readings can be large; an effect the other way counts as inactive or inconclusive. Potency is read from the fitted curve at half-maximal effect. Not all compounds are listed, so the mix of outcomes need not match the whole.
SMILES	uPA surface inh	MLL CXXC-DNA inh	ELG1 genotoxic	RORgamma inh	MBNL1 CUG block	p53 reactivation	FLuc modulator	VP16 counter	BRCA1 expr up	NPC1 prom act	Rab9 promoter act
CN(C)c1ccc(C(CC(=O)O)C(=O)O)cc1 (configuration not stated)	1%	-5%	1%	5%	-7%	4%	6%	-4%	-8%	-1%	-9%
Cc1ccc(S(=O)(=O)NCC(=O)OCC(=O)Nc2ccc3c(c2)OCCO3)cc1	-3%	x	0%	x	x	-2%	x	x	1%	2%	1%
CCOC(=O)N1CCN(c2cc(=O)n(C3CCCCC3)c(=O)[nH]2)CC1	0%	11%	-1%	9%	-6%	16%	-1%	-3%	11%	-2%	2%
COCCNC(=O)c1c(CSc2ccc(F)cc2)noc1C(=O)NCc1ccccc1	-2%	-4%	11%	u	-7%	-1%	-6%	-7%	-8%	3%	-4%
O=C(Nc1nn(Cc2ccccc2F)cc1Br)c1cccs1	x	5%	14%	40%	-9%	4%	-1%	17%	18%	6%	10%
CN(C)C(CNC(=O)c1oc2ccccc2c1CSc1ncn[nH]1)c1ccco1 (configuration not stated)	-7%	-3%	1%	15%	9%	-6%	6%	-21%	-28%	-10%	-2%
O=C(Nc1ccccc1)NC1CCN(Cc2ccccc2)CC1	20%	u	-4%	3%	0%	-3%	0%	6%	-7%	0%	-2%
CN(Cc1ccc(F)cc1)C(=O)c1cccc(NS(=O)(=O)c2ccccc2)c1	3%	32%	2%	19%	1%	-18%	-2%	4%	-30%	0%	-1%
Cc1c(C=O)c2ccccn2c1C(=O)c1ccc(F)cc1	-1%	2%	-7%	4%	17%	-7%	0%	-2%	18%	0%	-3%[1.84 µM]
COc1ccc(N/C=C(\C#N)c2nc3ccccc3n2C)c(OC)c1	-1%	7%	-7%	u	3%	5%	2.7µM*	-2%	-60%	21%	0%
CCC(C)NC(=O)C1CCN(S(=O)(=O)c2cccc3nonc23)CC1 (configuration not stated)	-1%	-2%	0%	0%	u	1%	7%	7%	2%	0%	-1%
CC(=O)Nc1nc(N2C(=O)c3ccccc3C2=O)n(-c2ccccc2)n1	1%	-2%	1%	u	2%	-2%	1%	-27%	2%	12%	-5%
CCOc1ccccc1NC(=O)n1ncc2c(C)cccc21	1%	24%	4%	-2%	-7%	2%	7.6µM*	-5%	30%	4µM*	2.5µM*
CCOC(=O)C(C)Sc1nnc(-c2ccccc2O)n1Cc1ccccc1 (configuration not stated)	0%	-4%	-4%	-11%	-2%	-4%	-2%	-5%	-19%	-1%	2%
CN(C)C(CNC(=O)c1cccnc1Sc1ccccc1)c1ccco1 (configuration not stated)	0%	0%	1%	-7%	-1%	3%	0%	15%	3%	-1%	0%
CCN(CC)c1ccc(C(=O)OCC(=O)Nc2ccccc2-c2ccccc2)cc1	u	-4%	-9%	-33%	2%	1%	0%	u	-32%	-2%	-2%
CC1CCCC(C)N1Cc1cn2ccccc2n1 (configuration not stated)	5%	-5%	3%	-25%	-3%	2%	4%	-2%	-9%	-7%	6%
Cc1ccccc1NC(=O)Cn1c(C)nc2ccc(NC(=O)C3CC3)cc2c1=O	9%	4%	0%	9%	8%	-2%	6%	-9%	0%	0%	1%
CC(=O)Nc1c(-c2cc(=O)oc3cc(C)ccc23)oc2ccccc12	u	1%	1%	-19%	u	-2%	-1%	4%	-23%	-1%	1%
CCc1nc2ccccc2c(C(=O)NCc2ccccc2)c1C	-4%	1%	-4%	26%	-20%	-6%	-3%	-1%	-33%	1%	-7%
CC(=O)c1ccc(OCc2cc(C(=O)N3CCOCC3)no2)cc1	-5%	-7%	u	31%	-5%	u	17µM*	-15%	u	u	u
O=C1c2ccccc2NC(c2ccccc2O)N1O (configuration not stated)	-8%	-3%	-3%	-41%	0%	9%	0%	-5%	-37%	-1%	-1%
COc1ccccc1C(=O)Nc1ccc2c(c1)C(=O)NC2=O	-24%	31%[activator]	9%	6%	54%[activator]	x	-19%	6%	-17%	6%	3%
CC[C@@H]1[C@H]2CCCC(=O)N3CC[C@@H](C[C@@H]1OC(=O)Nc1ccccc1)[C@@H]23	6%	0%	0%	-10%	7%	5%	0%	-2%	0%	0%	-2%

# Printed as active in Rab9 promoter act, among the entries above:
Molecule | uPA surface inh | MLL CXXC-DNA inh | p53 reactivation | BRCA1 expr up | NPC1 prom act | Rab9 promoter act
CCOc1ccccc1NC(=O)n1ncc2c(C)cccc21 | 1% | 24% | 2% | 30% | 4µM* | 2.5µM*

# (continued)
SMILES	uPA surface inh	MLL CXXC-DNA inh	ELG1 genotoxic	RORgamma inh	MBNL1 CUG block	p53 reactivation	FLuc modulator	VP16 counter	BRCA1 expr up	NPC1 prom act	Rab9 promoter act
COc1cccc(CN2CCCC(C(=O)Nc3ccc(-c4cscn4)cc3)C2)c1 (configuration not stated)	7.1µM*	-5%	-10%	19%	-12%	-9%	-5%	-5%	1%	1%	-2%
CCOC(=O)c1nnc(-c2ccccc2)nc1N1CC(C)OC(C)C1 (configuration not stated)	-6%	2%	-5%	-5%	-13%	-1%	-3%	-5%[10 µM]	-33%	3%	-14%
CC(=O)N1CCc2cc(S(=O)(=O)NCCC(=O)N3CCc4ccccc4C3)ccc21	x	-2%	-4%	u	3%	-1%	4%	-22%	-45%	-2%	-2%
Nc1[nH]c(=S)nc2nc(-c3ccccc3)c(-c3ccccc3)nc12	-5%	-26%	10%	4µM*	u	12%	0%	-1%	-26%	0%	-4%
Cc1ccc(-c2csc(NC(=O)C3CC=CCC3C(=O)O)c2C(=O)OC(C)C)cc1 (configuration not stated)	8%	-6%	1%	37%	6%	0%	1%	-11%	-6%	-9%	-24%
CN1c2ccccc2-c2nc3ccccc3n2C1c1ccncc1 (configuration not stated)	6%	1%	0%	-30%	7%	-10%	0%	9%	-63%	2%	-2%
O=C(O)CSCC(=O)N(Cc1ccccc1)c1nc(-c2ccccc2)c(-c2ccccc2)s1	0%	-5%	-4%	10%	1%	0%	-2%	-6%	0%	0%	-1%
CCOc1ccc(NC(=O)CN(C)S(=O)(=O)c2cccs2)cc1	6%	14%	u	u	2%	16%	u	6%	78%	22%	27%
COc1ccc(OC)c(NC(=O)c2cn(C)c(=O)c3cc(OC)c(OC)cc23)c1	3%	-13%	-2%	2%	-13%	-20%	-3%	-2%	-24%	0%	-6%
COCCN(CCOC)C(=O)N1CCOCC1	7%	-5%	1%	3%	5%	-1%	1%	4%	-3%	1%	-5%
COc1cccc(-c2nnn(CC(=O)N3CCC(C)CC3)n2)c1	2%	-6%	7%	34%	-2%	10%	-16%	27%	41%	16%	24%
COc1ccc(CN2CCN(C(=O)c3c(-c4ccccc4)noc3C)CC2)cc1F	-8%	x	-1%	x	x	-4%	-2%	x	-28%	-2%	0%
Cc1ccc(C(=O)CC(=O)COc2ccc(Cl)cc2C)cc1	4%	10%	-5%	10µM*	-10%	19%	-6%	4.5µM*	2%	0%	0%
c1cn(C23CC4CC(CC(C4)C2)C3)cn1	-3%	6%	3%	u	4%	-1%	-9%	-24%	-2%	2%	-4%
COc1ccccc1-c1c(C)nn2c(NCCN3CCCC3)cc(C)nc12	-14%	-8%	4%	6.3µM*	u	9%	1%	7.1µM*	3%	-2%	-2%
CCOc1ccc(C(=O)NCC(=O)NCC(c2ccc(OC)cc2)N2CCCC2)cc1 (configuration not stated)	-2%	x	0%	x	x	8%	-9%	x	8%	-2%	-1%
COc1ccc(-c2nc3ccccc3c(=O)n2CCOc2ccccc2C)cc1	9%	5%	-2%	14%	x	1%	-6%	0%	-53%	1%	-2%
CCn1c(CNC(=O)c2ccco2)nnc1SCC(=O)c1ccc(OC)cc1	16%	0%	1%	-5%	-13%	3%	-14%	6%	12%	-2%	0%
COc1ccc(OCCCn2cc(/C=C3/C(=N)N4C=C(C)SC4=NC3=O)c3ccccc32)cc1	3%	-25%	9%	0.79µM*	x	-2%	-10%	1.6µM*	62%	u	u
CSc1ccc(C(=S)N2CCN(Cc3ccccc3)CC2)cc1	-1%	6%	1%	-17%	-4%	4%	-2%	14%	0%[1.84 µM]	-5%	4%
Cc1ccc(OCC(=O)NNC(=O)c2ccccc2OCc2c(C)noc2C)cc1	1%	x	3%	x	x	1%	0%	x	3%	1%	0%
